# Bioassay records deposited in PubChem by National Center for Advancing Translational Sciences (NCATS).
# Pin1 inh – qHTS Assay to Find Inhibitors of Pin1. 390,000 tested, 0.009% active. Potency, µM (highest dose often 115 µM), for inactives: at the top dose activity, negative = inhibition, usual class: inhibitors. Pin1 FP peptide displacement, HiFluor488, 10 min. AID 504891, 2011; active means well fitted inhibition curve with a large enough effect in the polarisation, with a control signal flat, not every such curve was filed as active; inconclusive means small, poorly fitted or top-dose-only effect, or effect the other way, or a change in a side signal; inactive means no such curve, though single readings can be large or run the other way; the % refers to the polarisation; further: on the % scale 0 is the no-effect control and ±100 the full control effect
# RGS4 inhibitor – Inhibitors of Regulator of G Protein Signaling (RGS) 4: qHTS; 390,000 tested, 0.039% active; Potency, µM (highest dose often 114 µM), for the others: at the highest dose activity change, negative = inhibition, actives largely listed as inhibitors; Transcreener GDP fluorescence polarization, RGS4-accelerated GTP hydrolysis; AID 504845, 2011; Regulator of G-protein signaling 4 (Homo sapiens), P49798; further: on the % scale 0 is the no-effect control and ±100 the full control effect; nearly all actives have a fitted effect of over 75% in size; some results filed as inactive show a strong effect at the top dose
#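 MLSMR compounds (23 nl, pin-transferred) preincubated 10 min at room temperature with a 500nM (2x) first reagent, then RGS4 at 900nM (2x) plus Transcreener GDP mix added; fluorescence polarization (620/688 nm) read before and after 90 min at 30 °C.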
# ERG Ets-DNA blk – qHTS for Small Molecule Inhibitors of the ERG Ets/DNA interaction; Transcriptional regulator ERG (Homo sapiens), P11308; fluorescence polarization, His-ERG Ets domain / labelled DNA; Potency, µM (series often up to 76.9 µM), for inactives: at the highest dose FP activity, negative = inhibition, most hits filed as inhibitors; 370,000 tested, 0.028% active; AID 624246, 2012; active means well fitted inhibition curve with a large enough effect in the polarisation, with a control signal flat; inconclusive means small, poorly fitted or top-dose-only effect, or effect the other way, or a change in a side signal; inactive means no such curve, though single readings can be large or run the other way; the % refers to the polarisation;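 further: polarization taken with two DNA probes labelled with fluorescein and Texas red; % of control where 0% means no effect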
#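 His-tagged ERG Ets domain (1 uM in the protein solution; 300mM KCl, 50mM Tris-HCl, 1mM EDTA, 1mM DTT, pH 7.5) received compound, then a probe mix of 5 nM fluorescein-DNA and 100nM Texas-615-DNA. Fluorescence polarization was read for both dyes.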
# Tb PGK inh – qHTS Assay to Find Inhibitors of Phosphoglycerate Kinase; Phosphoglycerate kinase, glycosomal (Trypanosoma brucei brucei), P07378; PGK/GAPDH coupled, Kinase-Glo luminescence, 60 min; Potency, µM (top dose mostly 57.5 µM), for inactives: at the top dose activity change, negative = inhibition, hits mostly inhibitors; 380,000 tested, 0.043% active; AID 602233, 2012; further: on the % scale 0 is the no-effect control and ±100 the full control effect; nearly all actives have a fitted effect of over 60% in size
# Target sequence (P07378 whole entry, looked up): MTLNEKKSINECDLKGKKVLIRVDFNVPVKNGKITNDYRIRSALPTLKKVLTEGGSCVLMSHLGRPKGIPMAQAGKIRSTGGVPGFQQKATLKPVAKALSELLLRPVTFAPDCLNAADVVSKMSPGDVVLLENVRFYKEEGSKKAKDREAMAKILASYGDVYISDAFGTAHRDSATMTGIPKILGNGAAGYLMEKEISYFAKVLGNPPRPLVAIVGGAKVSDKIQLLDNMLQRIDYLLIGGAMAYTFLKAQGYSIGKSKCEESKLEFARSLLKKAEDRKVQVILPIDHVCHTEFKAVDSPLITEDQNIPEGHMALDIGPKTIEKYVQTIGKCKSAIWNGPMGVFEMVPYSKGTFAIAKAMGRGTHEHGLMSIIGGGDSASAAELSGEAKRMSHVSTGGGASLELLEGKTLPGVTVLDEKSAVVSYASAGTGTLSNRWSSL
#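 Recombinant glycosomal PGK reaction used 1,3-bisphosphoglycerate generated in-well by GAPDH (100nM final) in 100mM TEA pH 7.6, 5mM MgCl2, 0.01% Tween-20. After 60 minutes at room temperature, ATP was read by Kinase-Glo Plus luminescence end-point.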
# HP1b binding inh – HTS for Inhibitors of HP1-beta Chromodomain Interactions with Methylated Histone Tails; Potency, µM (highest dose often 114 µM), inactives show at the top dose activity change, negative = inhibition, most hits filed as inhibitors; AID 540317, 2011; AlphaScreen HP1-beta / biotin-H3K9me3 peptide binding; 390,000 tested, 0.56% active; further: nearly all actives have a fitted effect of over 70% in size; inactives centre near 23
#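 Compound inhibition of the preformed complex between 50 nM HP1-beta and 50 nM biotinylated H3K9me3 peptide was read by AlphaScreen. Buffer was PBS pH 7.4 with 0.01% Tween-20. Incubations ran 30 min at room temperature, with 10 ug/mL donor/acceptor beads.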
# ALOX12 inh – Primary qHTS assay for inhibitors of human arachidonate 12S-lipoxygenase (ALOX12): Round 2; Polyunsaturated fatty acid lipoxygenase ALOX12 (Homo sapiens), P18054; Potency, µM (titrated, usually from 108 µM), without a hit: at the top dose activity change, negative = inhibition, most hits filed as inhibitors; AID 1671190, 2021; purified 12hLO, xylenol orange hydroperoxide absorbance; 580,000 tested, 1.1% active; further: on the % scale 0 is the no-effect control and ±100 the full control effect
#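 Purified human 12hLO at 150 nM in 25 mM Hepes, 0.01% Triton X-100, pH 7.0, preincubated 15 min at room temperature with compound. Reaction started with 40 uM arachidonic acid, 30 min at room temperature. Hydroperoxide measured by Fe-xylenol orange, 573/405 nm absorbance ratio.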
# rTrxR1 inhibitor – qHTS Assay for Inhibitors of Mammalian Selenoprotein Thioredoxin Reductase 1 (TrxR1): qHTS; Potency, µM (top dose mostly 114 µM), for inactives: at the top dose activity change, negative = inhibition, usual class: inhibitors; AID 588453, 2011; Thioredoxin reductase 1, cytoplasmic (Rattus norvegicus), O89049; 390,000 tested, 1% active; recombinant rTrxR1, NADPH fluorescence consumption, selenite substrate; further: on the % scale 0 is the no-effect control and ±100 the full control effect; nearly all actives have a fitted effect of over 65% in size
#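 Rat TrxR1 (90 nM in the dispensed reagent) was pre-reduced with 400 uM NADPH for 5 min at room temperature, then incubated with compound for 15 min. After 400 uM selenite was added, NADPH fluorescence (Ex 340/Em 450 nm) was followed for 8 min.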
# GLS inhibitor – qHTS for Inhibitors of Glutaminase (GLS) | Glutaminase kidney isoform, mitochondrial (Homo sapiens), O94925 | GLS enzymatic activity, qHTS titration | Potency, µM (titrated, usually from 45.5 µM), without a hit: at the highest dose activity change, negative = inhibition, hits mostly inhibitors | 410,000 tested, 0.21% active | AID 624170, 2012; further: on the % scale 0 is the no-effect control and ±100 the full control effect
# Target sequence (O94925 whole entry, looked up, canonical isoform): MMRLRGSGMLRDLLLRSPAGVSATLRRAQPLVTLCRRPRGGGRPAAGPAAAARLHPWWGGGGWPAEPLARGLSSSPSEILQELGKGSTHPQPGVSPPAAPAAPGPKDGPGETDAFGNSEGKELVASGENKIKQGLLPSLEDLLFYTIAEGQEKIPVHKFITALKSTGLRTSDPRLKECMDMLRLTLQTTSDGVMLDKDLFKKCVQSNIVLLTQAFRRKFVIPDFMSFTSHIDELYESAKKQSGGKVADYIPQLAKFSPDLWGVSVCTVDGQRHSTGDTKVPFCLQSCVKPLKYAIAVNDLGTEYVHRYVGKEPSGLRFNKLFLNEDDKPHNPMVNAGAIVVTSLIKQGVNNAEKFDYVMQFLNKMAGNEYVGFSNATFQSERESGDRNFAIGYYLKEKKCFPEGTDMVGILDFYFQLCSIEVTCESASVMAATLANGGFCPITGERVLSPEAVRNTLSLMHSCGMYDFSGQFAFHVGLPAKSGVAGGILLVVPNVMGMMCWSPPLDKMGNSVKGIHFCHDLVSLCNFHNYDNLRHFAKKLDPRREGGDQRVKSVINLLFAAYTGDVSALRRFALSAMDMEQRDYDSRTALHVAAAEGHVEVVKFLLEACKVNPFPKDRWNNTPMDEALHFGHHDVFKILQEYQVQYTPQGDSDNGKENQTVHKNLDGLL
#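 hKGA in 45 mM KH2PO4 (pH 8.2), 0.02% Tween-20 with compound, then 1mM L-Glutamine (stock as added) plus glutamate oxidase/HRP/Amplex red coupling mix. Fluorescence read initially and after 30 min at RT; signal change reflects glutamate formation.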
# JMJD2A Tudor – qHTS Assay for Inhibitors of JMJD2A-Tudor Domain | Lysine-specific demethylase 4A (Homo sapiens), O75164 | AlphaScreen JMJD2A-Tudor / H3K4me3 peptide binding | Potency, µM (series often up to 114 µM), without a hit: at the top dose activity change, negative = inhibition, hits mostly inhibitors | 390,000 tested, 4.4% active; further: on the % scale 0 is the no-effect control and ±100 the full control effect; nearly all actives have a fitted effect of over 50% in size
# * hit, by the source's call; i = inactive; ? = inconclusive; / = no result given; & = joins results of further samples; [ ] = another dose, or the depositor's remark. Unless noted, the call rests on the fitted dose curve; in most records, active means well fitted curve in the direction sought with a large enough effect; inconclusive means small, poorly fitted or top-dose-only effect, or another doubt; inactive means no such curve, though single readings can be large; an effect the other way counts as inactive or inconclusive. Potency means the concentration at half of the fitted maximal effect. Only part of the results is shown; the hit share may differ from the screen's.
SMILES,Pin1 inh,RGS4 inhibitor,ERG Ets-DNA blk,Tb PGK inh,HP1b binding inh,ALOX12 inh,rTrxR1 inhibitor,GLS inhibitor,JMJD2A Tudor
CSc1ccccc1C(=O)Nc1nccs1,1%,23%,0%,1%,5%,0%,7%,14%,-9%
O=C(c1ccc(F)cc1)N1CCN(c2ccc(N3CCOCC3)nn2)CC1,2%,-22%,-9%,-3%,19%,-25%,-18%,4%,-15%
CN(C)S(=O)(=O)c1ccc(N2CCCC2)c(C(=O)NNC(=O)COc2ccccc2F)c1,0%,23%,2%,1%,29%,-8%,9%,9%,-6%
Cc1ccc(S(=O)(=O)N2CCN(C(=O)CSCc3ccc(C(C)C)cc3)CC2)cc1,8%,6%,3%,3%,52%[activator],-29%,11%,9%,-6%
COc1ccc(OCCSc2ncn[nH]2)cc1,-10%,-3%,-3%,i,25%,9%,12%,4%,-13%
CCC1(CC)NC(=O)N(CC(=O)Nc2ccc(-n3cnnn3)cc2)C1=O,2%,27%,17%,-1%,30%,9%,22%,4%,-3%
O=S(=O)(CCc1nc2ccccc2o1)c1ccc(Cl)c(Cl)c1,-1%,2%,-4%,5%,29%,2%,0%,19%,3%
CS(=O)(=O)N1CCN(c2ccccc2NC(=O)c2cc(Br)ccc2Cl)CC1,6%,11%,6%,-7%,-2%,-3%,10%[57.1 µM],-1%,-21%
O=C(OCCN1C(=O)c2ccccc2C1=O)C1CCN(S(=O)(=O)c2cccs2)CC1,1%,-4%,0%,-9%,30%,0%,19%,-5%,-23%
COC(=O)c1ccc(C(=O)NC2CCCc3c2cnn3-c2ccccc2F)nc1 (centres undefined),2%,6%,0%,0%,36%,-15%,7%,-6%,-9%
O=C(C1=C[C@@H](c2ccccc2)C[C@@H](OCc2ccc(CO)cc2)O1)N1CCOCC1,-4%,1%,-5%,1%,43%[activator],67%[activator],2%,3%,-5%
CCOC(=O)N1CCN(Cc2nc3cc(NC(=O)C(C)C)ccc3n2C(C)C)CC1,1%,18%,3%,15%,34%,-7%,0%,2%,-19%
CCc1ccc(C(=O)NNC(=O)CC2OC(=O)c3ccccc32)cc1 (centres undefined),29%,13%,9%,-2%,18%,19%,-9%,4%,-22%
Cc1ccc(S(=O)(=O)N2c3ccccc3NC(=O)CC2C)cc1 (centres undefined),7%,37%,2%,-1%,20%,8%,10%,3%,-10%
COc1nonc1NC(=O)CSc1nc2ccccc2[nH]1,-1%,10%[11.4 µM],4%,-4%,3%,0%,16%[57.1 µM],13%,-21%[11.4 µM]
CCOC(=O)CC(C)(C)/C(C)=N/Nc1ccc([N+](=O)[O-])cc1[N+](=O)[O-],0%,-5%,-1%,2%,14µM*,-18%,10%[57.1 µM],0%,?
CNC(=S)N1N=C2c3ccccc3CCC2C1c1ccccc1Cl (centres undefined),11%,-3%,2%,i,3%,163%[activator],22%[57.1 µM],-12%,-25%
O=C(Nc1nc2nccc(-c3ccccc3)n2n1)c1ccccc1,7%,-6%,16%,-7%,94%[activator],357%[activator],-14%,0%,-27%
CN(Cc1ccccc1)Cc1nc2c(c(=O)n(C)c(=O)n2C)n1CCCc1ccccc1,-3%,1%,/,-8%,4%,-12%,16%,-4%,-10%
Cc1cc(C(=O)CSc2nc3ccccc3[nH]2)c(C)n1CC1CCCO1 (centres undefined),-1%,23%,-5%,i,2%,-13%,-11%,1%,-35%
COc1ccc2oc(C(=O)NC3(C)CCS(=O)(=O)C3)c(C)c2c1 (centres undefined),1%,0%,6%,-6%,35%,10%,-3%,-13%,-14%
O=C(CSc1n[nH]c(=O)n1Cc1ccco1)Nc1ccccc1,-5%,-2%,-9%,-5%,31%,?,14%,-6%,0%
O=C(CO/N=C/c1ccc(OC(F)F)cc1)NCc1ccc(F)cc1,-7%,21%,9%,-3%,40%[activator],-1%,13%[57.1 µM],-1%,-2%
COc1ccc(Cl)cc1C(=O)N1CCN(c2ccccn2)CC1,-4%,-8%,-2%,-5%,20%,97%[activator],10%,-2%,-2%
COc1ccc(CCNC(=O)COC(=O)CCC(=O)c2ccc(F)cc2)cc1,-1%,-17%,-8%,-9%,31%,-14%,25%[57.1 µM],-23%,-4%
O=C(CCCN1C(=O)c2ccccc2C1=O)Nc1ccc(S(=O)(=O)N2CCOCC2)cc1,1%,-3%,-5%,-5%,44%[activator],-10%,-14%,5%,17%
O=C(Cn1c(=O)n(CCc2ccccc2)c(=O)c2cccnc21)Nc1ccc(F)cc1,84%[activator],-8%,0%,-7%,30%,-29%,17%,3%,-16%
Cc1ccc(N2CC(C(=O)Nc3ccc(N(C)C)cc3)CC2=O)cc1Cl (centres undefined),-4%,-4%,-8%,8%,26%,-8%,0%,2%,-14%
COC(=O)[C@H](C)NC(=O)Nc1cc(OC)ccc1OC,0%,-12%,9%,i,19%,28%,3%,2%,-17%
O=C(CC1C[C@H](C(=O)N2CCCCC2)[C@@]2(CCc3ccccc3)c3[nH]c4ccccc4c3CCN2C1=O)NCCCn1ccnc1 (some centres undefined),2%,8%,-2%,-9%,-1%,16%,11%,-2%,?
O=C(Nc1ccc(C2=CN(Cc3ccccc3)CCC2=O)cc1)OCc1ccccc1,0%,-4%,-15%,-1%,9%,1%,10%[57.1 µM],-1%,-6%
Cc1nn(CC(=O)N2CCN(c3cccc(Cl)c3)CC2)c(=O)c2c1sc1ccccc12,6%,-5%,8%,-2%,11%,-20%,21%,0%,-30%
Clc1ccc(-c2nnc(-c3ccccc3)nc2-c2c[nH]c3ccccc23)cc1,4%,-33%,-1%,-11%,-16%,5%,31%[57.1 µM],0%,-24%
Cc1c(C(=O)c2ccccc2)oc2ccc3ccccc3c12,11%,-18%,24%,-7%,54%[activator],0%,11%[57.1 µM],1%,-62%
CCN(CC)Cc1c(O)ccc2c(-c3ccccc3)cc(=O)oc12,-1%,5%,11%,-5%,41%[activator],?,-5%,29%,-2%
Nc1c(-c2ccccc2)c(CSc2nc3ccccc3[nH]2)nn1-c1cccc(C(=O)O)c1,?,-1%,-9%,i,26%,-12%,1%,-2%,-8%

# Entries above with a thiophene ring, fused or not:
SMILES,Pin1 inh,RGS4 inhibitor,ERG Ets-DNA blk,Tb PGK inh,HP1b binding inh,ALOX12 inh,rTrxR1 inhibitor,GLS inhibitor,JMJD2A Tudor
O=C(OCCN1C(=O)c2ccccc2C1=O)C1CCN(S(=O)(=O)c2cccs2)CC1,1%,-4%,0%,-9%,30%,0%,19%,-5%,-23%
Cc1nn(CC(=O)N2CCN(c3cccc(Cl)c3)CC2)c(=O)c2c1sc1ccccc12,6%,-5%,8%,-2%,11%,-20%,21%,0%,-30%

# Next entries follow:
SMILES,Pin1 inh,RGS4 inhibitor,ERG Ets-DNA blk,Tb PGK inh,HP1b binding inh,ALOX12 inh,rTrxR1 inhibitor,GLS inhibitor,JMJD2A Tudor
CC1(C)Cc2ccccc2C(N)=C1C#N,-8%,-7%,4%,-4%,2%,-27%,-4%[57.1 µM],4%,-27%
C=CCn1c(NCc2cc(C)ccc2O)nc2ccccc21,3%,12%,-2%,i,8%,-16%[57.4 µM],18%[57.1 µM],14%,-31%
COc1ccccc1NC(=O)NN1CCCCC1,1%,24%,3%,-1%,21%,?,32%,30%,-6%
O=C1CC2(CCCC2)C(=O)N1CN1CCN(S(=O)(=O)c2ccc(Cl)c(Cl)c2)CC1,-18%,3%,29%,i,37%,168%[activator],-19%,0%,-1%
Nc1nc(N)c(Br)c(Nc2ccc(Cl)c(Cl)c2)n1,-11%,-19%,4%,-4%,20%[57 µM],?,-1%[2.29 µM],0%,-14%
COc1ccc(-n2ccnc2SCC(=O)Nc2ccc(F)cc2F)cc1,2%,-21%,0%,-2%,7%[57 µM],?,12%[57.1 µM],-3%,-18%
c1ccc2c(OCCCN3CCCCCC3)cccc2c1,-1%,-8%,-2%,-6%,?,?,30%,16%,22µM*
Cc1nnc(SC(C)C(=O)Nc2ccc(N3CCOCC3)cc2)n1Cc1ccccc1 (centres undefined),1%,26%,6%,-7%,13%,-25%,-2%,18%,-10%
Cc1ccc(C(=O)Nn2cnnc2)c(Cl)c1,-7%,-6%,4%,-3%,27%,15%,-22%,-5%,-15%
Cc1nn(CC(=O)NCC2CCCO2)c(=O)c2ccccc12 (centres undefined),-1%,-23%,-8%,i,72%,0%,-6%,0%,-7%
Cc1ccc(-c2nc(CS(=O)(=O)CC(=O)NC3CCCCCC3)c(C)o2)cc1,4%,24%,5%,5%,41%[activator],18%,79µM*,0%,-15%
CCOC(=O)COc1ccc2c(=O)c(-c3ccccc3)coc2c1,0%,0%,-2%,-3%,26%,8%&7%,12%,-13%,6%
